Assay outcomes deposited in PubChem by several laboratories.
GSK3 alpha inh: human GSK-3 alpha kinase inhibition. P49840. ADP-Glo luminescence, 60 min. inhibition, % at 10 µM. hit rate 0.1% among 320,000. AID 2650;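 in the data active = inhibition above about 50%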;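 note: GST-tagged GSK-3 alpha with peptide substrate and 25 µM ATP; 0% = DMSO neutral wells and 100% = GW8510 positive control wells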
Target sequence (P49840 whole entry, looked up): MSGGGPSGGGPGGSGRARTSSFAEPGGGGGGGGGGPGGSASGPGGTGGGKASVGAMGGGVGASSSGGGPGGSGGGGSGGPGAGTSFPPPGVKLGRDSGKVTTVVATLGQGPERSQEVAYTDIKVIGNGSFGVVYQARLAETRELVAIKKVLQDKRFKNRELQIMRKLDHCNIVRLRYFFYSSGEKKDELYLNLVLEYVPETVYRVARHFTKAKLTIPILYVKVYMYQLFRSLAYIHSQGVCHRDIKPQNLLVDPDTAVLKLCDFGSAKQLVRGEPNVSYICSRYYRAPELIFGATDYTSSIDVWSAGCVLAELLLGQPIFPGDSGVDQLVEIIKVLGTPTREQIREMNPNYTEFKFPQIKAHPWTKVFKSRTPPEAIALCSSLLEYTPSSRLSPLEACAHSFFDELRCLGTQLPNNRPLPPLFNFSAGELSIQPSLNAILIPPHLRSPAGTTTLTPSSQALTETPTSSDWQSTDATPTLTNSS
HSP90 inh: blocks HSP90-mediated luciferase refolding in reticulocyte lysate | Rabbit reticulocyte lysate, luciferase refolding luminescence, 3 h | inhibition, % at 5.6 µM | hit rate 0.91% among 290,000;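 active = inhibition above the screen-wide mean plus 3 SD, computed separately per campaign, cut at about 16% in these data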;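 note: 0% = DMSO wells and 100% = 60 µM geldanamycin wells; inhibitors lower the luminescence because luciferase stays unfolded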
HSF-1 act: increases HSF-1 driven luciferase reporter signal; NIH3T3-HGL HSF-1 luciferase reporter, MG132, 8 h; 100% = twice DMSO control signal; activation, % at 9 µM; hit rate 1.7% among 300,000;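 active = mean replicate activation of at least 50% with a set share of replicates each reaching 50%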;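 note: 0% = median of the neutral control wells and 100% = twice that signal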
AI-2 QS modul: modulators of Vibrio harveyi AI-2 quorum sensing system; Vibrio harveyi JMH597 AI-2 luminescence/OD600 ratio, 9 h; stronger effect = lower value; strain lacks LuxN and CqsS sensors; 0 = neutral-control median; activity change, % at 7.5 µM; hit rate 0.4% among 300,000; in the data active = activity change below about -75%, passing the limit was not always enough;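 note: luminescence divided by OD600 gain over 9 h not by final OD600 alone; inactives centre near 13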
aSyn UTR inh: MLPCN primary screen, SNCA 5' untranslated region | alpha-synuclein 5'UTR reporter, inhibitor activity | inhibition, % (tested at 7.5 µM) | hit rate 0.82% among 300,000; in the data active = inhibition above about 60%;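 note: H4 neuroglioblastoma cells stably carrying SNCA 5'UTR luciferase fusion; 0% = DMSO wells and 100% = positive control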
IEC-6 cytotox: counter-screen for KLF5 inhibitors: cytotoxicity in IEC-6 cells | IEC-6 cytotoxicity, luminescence viability | inhibition, % at 5 µM | hit rate 0.78% among 290,000 | AID 1825; in the data active = inhibition above about 22%;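 note: 0% = plate median of test compound wells and 100% = cytotoxic reference compound wells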
KLF5 inh: inhibitors of KLF5 expression. hit rate 0.23% among 290,000. inhibition, % at 5 µM. DLD-1 KLF5 promoter-luciferase reporter, luminescence;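 active = inhibition above a per-plate limit of that plate's mean compound inhibition plus 3 SD, cut at about 60% in these data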;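 note: 0% = DMSO wells and 100% = LY294002 at 200 µM; higher means less KLF5 promoter-driven luciferase light; inactives centre near -14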
HSF1 inhib: HSF1 inhibition. activity change, negative = inhibition, % at 7.5 µM (by protocol). hit rate 0.77% among 300,000. NIH3T3-HGL HSE-luciferase, MG132-induced, luminescence 8 h; stronger effect = lower value;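 active = more than half of replicate wells show activity change below -50%, luminescence cut by over half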;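 note: luciferase reports HSF-1 transcriptional activity via heat shock element; 0% = median of DMSO wells and -100% = zero luminescence signal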
GSK3B inh: human GSK3beta kinase inhibition. P49841. GST-GSK3beta kinase, ADP-Glo luminescence, 60 min; stronger effect = lower value. activity score (negative = inhibition), % at 10 µM. hit rate 0.038% among 300,000. AID 2097;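 active = more than half of replicate wells score below -50%, meaning over 50% inhibition versus plate controls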;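 note: 0% = median DMSO wells and -100% = median GW8510 positive control wells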
Target sequence (P49841 whole entry, looked up): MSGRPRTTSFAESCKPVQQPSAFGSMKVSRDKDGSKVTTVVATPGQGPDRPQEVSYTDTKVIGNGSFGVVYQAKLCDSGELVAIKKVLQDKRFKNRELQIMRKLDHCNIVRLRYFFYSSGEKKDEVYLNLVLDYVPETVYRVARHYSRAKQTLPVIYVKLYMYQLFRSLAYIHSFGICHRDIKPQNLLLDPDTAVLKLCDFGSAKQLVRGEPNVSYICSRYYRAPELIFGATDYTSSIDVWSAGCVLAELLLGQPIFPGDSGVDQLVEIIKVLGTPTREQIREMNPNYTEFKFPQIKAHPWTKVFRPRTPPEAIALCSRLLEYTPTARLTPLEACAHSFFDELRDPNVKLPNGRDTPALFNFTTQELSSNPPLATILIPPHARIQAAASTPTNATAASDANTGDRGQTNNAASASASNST
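Test system – GST-tagged human GSK3beta kinase, cell-free · Incubation – 60 min enzyme reaction, room temperature · Signal – ADP-Glo luminescence · Also added – peptide substrate and ATP at 25 µM · Controls – DMSO neutral wells and GW8510 at 20 µM as positive · Buffer or medium – Tris/MgCl2 kinase buffer · Measure – Luminescence-derived activity versus plate DMSO and GW8510 wells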
PolyA inhibitor: inhibitors of polyadenylation in S. cerevisiae | S. cerevisiae SKY197-pL101 polyadenylation reporter, beta-gal luminescence; efflux-impaired pdr1/pdr3 knockout yeast; score 100 = 6 SD above DMSO | calls only at 12 µM | hit rate 0.02% among 300,000 | AID 1875;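 active = lowest replicate activity score at least 50, where 100 means six control SD above control mean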;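 note: yeast exposed to compound for 9 h at 30 °C; higher score means more reporter readthrough which indicates perturbed polyadenylation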
* hit, by the source's call; i = inactive; / = no result given. These rows are one share of the data; count on the stated rates, not on these rows.

cpd	compound	HSF1 inhib	GSK3B inh	IEC-6 cytotox	aSyn UTR inh	HSP90 inh	AI-2 QS modul	HSF-1 act	GSK3 alpha inh	KLF5 inh	PolyA inhibitor
1	O=C(Oc1cccnc1)c1cc2ccccc2oc1=O	0	-6	-2	-13	0	2	2	-1	2	i
2	COc1cc(C)ccc1OCCOCCOc1cccc2ccc(C)nc12	-5	0	0	11	-1	9	11	-1	-22	i
3	CC(=O)Nc1ccc(NC(=O)C(C)OC(=O)CC2CCCC2)cc1 (stereo unspecified)	-4	-4	/	-12	/	25	-13	-3	/	i
4	CC(=O)c1c(C)[nH]c(C(=O)COC(=O)c2ccc3c(=O)n4c(nc3c2)CCC4)c1C	-2	1	-6	6	-3	6	-4	-1	1	i
5	COc1ccc(NC(=O)c2ccc(NC(=O)c3ccco3)cc2)c(OC)c1	1	0	2	-11	-2	14	7	-1	-17	i
6	O=C(CC(c1ccccc1)c1ccccc1O)NCc1ccco1 (stereo unspecified)	-4	1	-10	0	1	23	20	1	-15	i
7	O=C(COC(=O)c1ccc(-c2ccc([N+](=O)[O-])cc2)o1)NC(=O)NC12CC3CC(CC(C3)C1)C2	0	-2	0	-15	-2	4	-13	-2	-19	i
8	COc1ccc(N2CC(C(=O)OCC(=O)NCc3ccccc3)CC2=O)cc1 (stereo unspecified)	-3	2	2	26	-2	28	-9	15	-28	i
9	O=C(O)c1ccc(NC(CSCc2cccc(F)c2)C(=O)O)c([N+](=O)[O-])c1 (stereo unspecified)	-13	5	-3	-26	6	-1	-3	-3	-11	i
10	COc1ccc(OC)c(NC2c3ccccc3C(=O)N2c2cccnc2)c1 (stereo unspecified)	-4	-1	-1	-6	-1	4	22	2	2	i
11	CC(C(=O)N1CCCC1)N(c1ccccc1)S(C)(=O)=O (stereo unspecified)	1	-1	1	1	6	11	0	0	-30	i
12	CCOC(=O)c1[nH]c2ccccc2c1NC(=O)C(C)(C)C	-3	1	-5	2	0	-10	0	1	2	i
13	C=CCOc1nc2c(c(=O)n(C)c(=O)n2C)n1Cc1ccccc1	-8	1	0	5	-6	7	-8	1	-13	i
14	COc1ccc(Nc2ccnc(Nc3ccc(OC)cc3)n2)cc1	19	-4	3	-120	-6	2	31	9	-73	i
15	C=CCn1cccc(C(=O)Nc2ccc(C)cc2)c1=O	19	0	11	-133	5	5	56*	1	-168	i

Grouped by structure, the compounds so far containing an aryl methoxy group.
cpd	compound	HSF1 inhib	GSK3B inh	IEC-6 cytotox	aSyn UTR inh	HSP90 inh	AI-2 QS modul	HSF-1 act	GSK3 alpha inh	KLF5 inh	PolyA inhibitor
2	COc1cc(C)ccc1OCCOCCOc1cccc2ccc(C)nc12	-5	0	0	11	-1	9	11	-1	-22	i
5	COc1ccc(NC(=O)c2ccc(NC(=O)c3ccco3)cc2)c(OC)c1	1	0	2	-11	-2	14	7	-1	-17	i
8	COc1ccc(N2CC(C(=O)OCC(=O)NCc3ccccc3)CC2=O)cc1 (stereo unspecified)	-3	2	2	26	-2	28	-9	15	-28	i
10	COc1ccc(OC)c(NC2c3ccccc3C(=O)N2c2cccnc2)c1 (stereo unspecified)	-4	-1	-1	-6	-1	4	22	2	2	i
14	COc1ccc(Nc2ccnc(Nc3ccc(OC)cc3)n2)cc1	19	-4	3	-120	-6	2	31	9	-73	i

Returning to the listing with the 3 entries that preceded the break.
cpd	compound	HSF1 inhib	GSK3B inh	IEC-6 cytotox	aSyn UTR inh	HSP90 inh	AI-2 QS modul	HSF-1 act	GSK3 alpha inh	KLF5 inh	PolyA inhibitor
13	C=CCOc1nc2c(c(=O)n(C)c(=O)n2C)n1Cc1ccccc1	-8	1	0	5	-6	7	-8	1	-13	i
14	COc1ccc(Nc2ccnc(Nc3ccc(OC)cc3)n2)cc1	19	-4	3	-120	-6	2	31	9	-73	i
15	C=CCn1cccc(C(=O)Nc2ccc(C)cc2)c1=O	19	0	11	-133	5	5	56*	1	-168	i
16	c1csc(-c2nnc(COc3ncnc4sccc34)o2)c1	3	-1	-3	-15	2	3	3	-2	-20	i
17	COc1ccc(OC)c(NC(=O)CN(C)S(=O)(=O)c2ccc3nc(C)sc3c2)c1	-3	2	4	23	7	17	19	1	1	i
18	CCc1ccc(CN(C)C(=O)c2cc(=O)c3ccccc3o2)cc1	-5	/	2	9	-2	/	3	1	1	i
19	CNc1nc(-c2ccccc2)nc(-c2ccc(OC)cc2)c1C#N	-3	-1	10	20	0	22	-7	7	-6	i
20	CCn1c(/C=C/c2ccc(O)cc2)nc2ccccc2c1=O	1	2	4	-57	8	2	23	-1	-14	i
21	O=C(CSc1nnc(-c2ccccc2)o1)N1CCc2ccccc2C1	-1	3	-2	2	3	21	-1	-2	-13	i
22	Cc1nnc(SCC(=O)Nc2ncc(Cl)cc2Cl)n1Cc1ccccc1	-6	3	0	-5	-1	19	-3	/	-8	i
23	CCOc1ccccc1CNC(=O)c1ccccc1NC(=O)C1=CSCCO1	0	-2	4	9	2	10	-9	0	9	i
24	O=C(/C=C/c1ccco1)N1CCC(Cc2ccccc2)CC1	-8	-2	6	-52	5	30	22	-3	-7	i
25	O=C(c1ccc([N+](=O)[O-])cc1)N1CCC(n2nnc3cc(F)ccc32)CC1	-3	2	-4	-7	3	2	3	0	5	i
26	NNC(=O)c1ccc(Cl)cc1Cl	13	1	10	-22	-2	14	5	5	11	i
27	Cc1ccc(-c2nnc(SCc3ccccc3F)o2)cc1	26	-5	-2	-81	2	-48	58*	0	-131	i
28	CSc1nc2ccc3nc(NC(=O)c4ccc(C)cc4)sc3c2s1	0	2	2	-35	-4	24	12	-1	-4	i
29	Cc1cc([N+](=O)[O-])ccc1NC(=O)Nc1ccc(F)cc1F	-2	1	1	-2	-4	-3	-13	-3	-10	i
30	CN(C)CCCN(C(=O)c1ccc(S(=O)(=O)N(C)C)cc1)c1nc2ccc(F)cc2s1	-9	1	2	-57	3	18	-26	2	-1	i

The list goes on:
cpd	compound	HSF1 inhib	GSK3B inh	IEC-6 cytotox	aSyn UTR inh	HSP90 inh	AI-2 QS modul	HSF-1 act	GSK3 alpha inh	KLF5 inh	PolyA inhibitor
31	Cc1ccc(OCc2nnc(SCC(=O)N3CCc4ccccc43)n2C)cc1	0	2	-2	-7	0	29	15	-1	-1	i
32	S=C(NC1CC1)N1CCCc2ccccc21	-4	1	0	1	7	25	1	2	-12	i
33	CCOC(CNC(=O)c1ccc2c(c1)ncn2-c1ccccc1OC)OCC	-15	0	1	6	-3	-7	-11	-3	-3	i
34	CCOC(=O)C1=C(COC(=O)/C=C/c2ccc(SC)cc2)NC(=O)NC1C (stereo unspecified)	4	1	/	-1	/	39	1	-1	/	i
35	COc1cc(NC(=O)COC(=O)/C=C/c2c(C)nn(C3CCS(=O)(=O)C3)c2Cl)cc(OC)c1OC (stereo unspecified)	-4	4	-1	15	2	10	6	-1	-5	i
36	COc1ccccc1CNC(=O)CCCc1cn(C)c2ccccc12	2	-1	-5	14	1	21	18	1	-49	i
37	CC(C)CCN1CCN(Cc2cccc3cccnc23)CC1CCO (stereo unspecified)	-1	1	9	-17	4	26	16	-3	-15	i
38	COC(=O)c1sc(NC(=S)NC(=O)c2ccc(C)cc2)nc1C	33	3	3	-102	2	36	46	1	-12	i
39	Cc1oc(-c2ccccc2F)nc1CN1CCC(C(=O)NC2CCCCCCC2)CC1	34	3	4	26	3	22	57*	/	-18	i
40	Cc1ccccc1NC(=O)CSc1ccc(-c2ccco2)nn1	-1	1	2	-8	-1	26	24	0	-16	i
41	Cc1c(C(=O)c2ccccc2)c2ccccn2c1CCc1ccccn1	5	-1	5	18	0	-18	16	0	-13	i
42	CCOC(=O)/C=C/C(=O)Nc1ccc(-c2nnc3n2CCCCC3)cc1	6	0	2	1	-3	-21	15	0	-4	i
43	COC(=O)c1ccccc1NC(=O)C1CCN(C(=O)c2cc(OC)cc(OC)c2)CC1	5	-4	3	27	0	48	11	0	-16	i
44	Cc1cccc(NC(=O)C2CCN(S(=O)(=O)c3cccs3)CC2)c1	-8	-1	0	11	5	11	15	0	-61	i
45	O=C(NCCc1ccc(Cl)cc1)c1cccs1	12	-8	3	-156	0	5	15	0	-73	i

Additional records.
cpd	compound	HSF1 inhib	GSK3B inh	IEC-6 cytotox	aSyn UTR inh	HSP90 inh	AI-2 QS modul	HSF-1 act	GSK3 alpha inh	KLF5 inh	PolyA inhibitor
46	CCC(=O)Nc1ccc(C(=O)CSc2nnc(-c3cccnc3)o2)cc1	-3	-12	0	-8	-1	-5	-21	-1	8	i
47	Cc1ccccc1NC(=O)CN1CCN(C)CC1	-1	0	3	-16	0	13	-6	-2	-6	i
48	CN(C)CCNC(=O)C(C(=O)c1ccc(F)cc1)n1ccccc1=O (stereo unspecified)	-3	3	-2	-7	3	9	2	1	-3	i
49	O=C(CCl)Nc1c(C(=O)Nc2ccc3c(c2)OCCO3)oc2ccccc12	-32	2	10	-139	4	11	-48	-1	-155	i
50	O=c1oc2ccccc2c(Nc2ccc(O)cc2)c1[N+](=O)[O-]	-16	0	0	16	1	14	-26	/	19	i
51	CC1CCN(c2nc(-c3ccc(F)cc3)cc(C(F)(F)F)n2)CC1	-3	2	0	-1	-2	13	1	0	-33	i
52	Cc1cc2oc(C(=O)N(Cc3ccccc3)C3CCS(=O)(=O)C3)c(C)c2cc1C (stereo unspecified)	1	1	-3	-4	3	10	-1	2	-30	i
53	Cc1ccc(-c2csc3ncnc(N4CCN(C(=O)c5ccccc5)CC4)c23)cc1	-7	-4	4	22	13	18	2	0	11	i
